Pin1 inhibitor – qHTS Assay to Find Inhibitors of Pin1. Pin1 FP peptide displacement, HiFluor488, 10 min. Potency, µM (doses to about 115 µM), inactives show at the top dose activity, negative = inhibition, hits mostly inhibitors. 0.009% of 390,000 active; active means well fitted inhibition curve with a large enough effect in the polarisation, with a control signal flat, not every such curve was filed as active; inconclusive means small, poorly fitted or top-dose-only effect, or effect the other way, or a change in a side signal; inactive means no such curve, though single readings can be large or run the other way; the % refers to the polarisation; further: on the % scale 0 is the no-effect control and ±100 the full control effect
Target sequence (Q13526 whole entry, looked up): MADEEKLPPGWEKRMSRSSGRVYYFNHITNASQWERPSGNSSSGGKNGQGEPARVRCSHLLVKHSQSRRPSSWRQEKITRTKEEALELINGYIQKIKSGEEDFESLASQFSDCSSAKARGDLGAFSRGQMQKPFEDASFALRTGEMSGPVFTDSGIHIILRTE
JMJD2A Tudor – qHTS Assay for Inhibitors of JMJD2A-Tudor Domain; Lysine-specific demethylase 4A (Homo sapiens), O75164; AlphaScreen JMJD2A-Tudor / H3K4me3 peptide binding; Potency, µM (top dose mostly 114 µM), without a hit: top-dose activity change, negative = inhibition, actives largely listed as inhibitors; 4.4% of 390,000 active; further: on the % scale 0 is the no-effect control and ±100 the full control effect; nearly all actives have a fitted effect of over 50% in size
12-LOX inh – Primary qHTS assay for inhibitors of human arachidonate 12S-lipoxygenase (ALOX12): Round 2; Potency, µM (highest dose often 108 µM), inactives show top-dose activity change, negative = inhibition, usual class: inhibitors; purified 12hLO, xylenol orange hydroperoxide absorbance; AID 1671190, 2021; Polyunsaturated fatty acid lipoxygenase ALOX12 (Homo sapiens), P18054; 1.1% of 580,000 active; further: on the % scale 0 is the no-effect control and ±100 the full control effect
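Hydroperoxide product was detected by ferrous iron/xylenol orange as the 573 to 405 nm absorbance ratio. Arachidonic acid at 40 uM (final) was turned over for 30 min at room temperature by 150 nM human 12hLO, pH 7.0 Hepes buffer, after 15 min compound preincubation.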
HP1b chromo inh – HTS for Inhibitors of HP1-beta Chromodomain Interactions with Methylated Histone Tails. Chromobox protein homolog 1 (Homo sapiens), P83916. Potency, µM (top dose mostly 114 µM), for the others: at the highest dose activity change, negative = inhibition, usual class: inhibitors. AlphaScreen HP1-beta / biotin-H3K9me3 peptide binding. 0.56% of 390,000 active; further: nearly all actives have a fitted effect of over 70% in size; inactives centre near 23
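Compound inhibition of the preformed complex between 50 nM HP1-beta and 50 nM biotinylated H3K9me3 peptide was read by AlphaScreen. Buffer was PBS pH 7.4 with 0.01% Tween-20. Incubations ran 30 min at room temperature, with 10 ug/mL donor/acceptor beads.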
TrxR1 inh – qHTS Assay for Inhibitors of Mammalian Selenoprotein Thioredoxin Reductase 1 (TrxR1): qHTS; Thioredoxin reductase 1, cytoplasmic (Rattus norvegicus), O89049; recombinant rTrxR1, NADPH fluorescence consumption, selenite substrate; Potency, µM (series often up to 114 µM), for inactives: top-dose activity change, negative = inhibition, actives largely listed as inhibitors; 1% of 390,000 active; further: on the % scale 0 is the no-effect control and ±100 the full control effect; nearly all actives have a fitted effect of over 65% in size
Target sequence (O89049 whole entry, looked up): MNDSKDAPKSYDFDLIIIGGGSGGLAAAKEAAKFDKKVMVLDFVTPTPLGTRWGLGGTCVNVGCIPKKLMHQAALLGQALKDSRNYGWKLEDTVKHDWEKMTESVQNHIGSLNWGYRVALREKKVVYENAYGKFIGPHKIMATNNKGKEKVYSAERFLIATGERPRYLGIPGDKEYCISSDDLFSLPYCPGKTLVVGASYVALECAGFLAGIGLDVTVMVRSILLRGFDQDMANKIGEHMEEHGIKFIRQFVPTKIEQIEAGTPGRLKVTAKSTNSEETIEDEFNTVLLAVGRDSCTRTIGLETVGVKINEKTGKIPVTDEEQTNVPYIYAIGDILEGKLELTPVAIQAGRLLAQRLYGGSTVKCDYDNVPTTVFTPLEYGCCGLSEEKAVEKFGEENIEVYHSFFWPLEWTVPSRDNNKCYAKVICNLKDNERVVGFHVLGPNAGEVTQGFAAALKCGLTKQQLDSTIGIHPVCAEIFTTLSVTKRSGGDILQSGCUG
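Rat TrxR1 (90 nM in the dispensed reagent) was pre-reduced with 400 uM NADPH for 5 min at room temperature, then incubated with compound for 15 min. After 400 uM selenite was added, NADPH fluorescence (Ex 340/Em 450 nm) was followed for 8 min.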
GLS inhibitor – qHTS for Inhibitors of Glutaminase (GLS); 0.21% of 410,000 active; GLS enzymatic activity, qHTS titration; AID 624170, 2012; Potency, µM (doses to about 45.5 µM), for the others: at the top dose activity change, negative = inhibition, actives largely listed as inhibitors; Glutaminase kidney isoform, mitochondrial (Homo sapiens), O94925; further: on the % scale 0 is the no-effect control and ±100 the full control effect
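Compounds were pin-transferred onto hKGA, after which L-glutamine (1 mM solution) and a detection mix of glutamate oxidase, HRP and Amplex Red were added. Initial and 30 min RT fluorescence reads were collected.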
Tb PGK inh – qHTS Assay to Find Inhibitors of Phosphoglycerate Kinase; Phosphoglycerate kinase, glycosomal (Trypanosoma brucei brucei), P07378; PGK/GAPDH coupled, Kinase-Glo luminescence, 60 min; Potency, µM (doses to about 57.5 µM), for the others: top-dose activity change, negative = inhibition, usual class: inhibitors; 0.043% of 380,000 active; further: on the % scale 0 is the no-effect control and ±100 the full control effect; nearly all actives have a fitted effect of over 60% in size
Target sequence (P07378 whole entry, looked up): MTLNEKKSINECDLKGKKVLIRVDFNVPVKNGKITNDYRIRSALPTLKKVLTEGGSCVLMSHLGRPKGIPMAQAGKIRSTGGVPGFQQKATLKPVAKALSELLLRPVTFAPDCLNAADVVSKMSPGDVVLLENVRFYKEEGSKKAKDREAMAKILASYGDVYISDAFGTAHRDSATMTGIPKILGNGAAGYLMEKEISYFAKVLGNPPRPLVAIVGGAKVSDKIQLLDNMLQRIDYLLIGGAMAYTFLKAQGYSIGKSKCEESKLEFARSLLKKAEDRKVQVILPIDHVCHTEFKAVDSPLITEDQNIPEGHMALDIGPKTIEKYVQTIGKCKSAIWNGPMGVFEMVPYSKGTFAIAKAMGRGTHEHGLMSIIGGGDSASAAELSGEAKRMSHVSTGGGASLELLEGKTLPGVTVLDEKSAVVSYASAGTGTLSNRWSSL
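Luminescent ATP detection (Kinase-Glo Plus) follows a 60-minute room-temperature incubation, with wells lacking PGK as controls. Buffer: 100 mM TEA (pH 7.6), 5 mM MgCl2, 0.01% Tween-20. Coupling enzyme GAPDH (100 nM final) supplies unstable 1,3-BPG in-well.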
RGS4 inhibitor – Inhibitors of Regulator of G Protein Signaling (RGS) 4: qHTS; Regulator of G-protein signaling 4 (Homo sapiens), P49798; Transcreener GDP fluorescence polarization, RGS4-accelerated GTP hydrolysis; Potency, µM (top dose mostly 114 µM), without a hit: top-dose activity change, negative = inhibition, actives largely listed as inhibitors; 0.039% of 390,000 active; AID 504845, 2011; further: on the % scale 0 is the no-effect control and ±100 the full control effect; nearly all actives have a fitted effect of over 75% in size; some results filed as inactive show a strong effect at the top dose
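MLSMR compounds (23 nl, pin-transferred) preincubated 10 min at room temperature with a 500nM (2x) first reagent, then RGS4 at 900nM (2x) plus Transcreener GDP mix added; fluorescence polarization (620/688 nm) read before and after 90 min at 30 °C.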
ERG-DNA inh – qHTS for Small Molecule Inhibitors of the ERG Ets/DNA interaction. Transcriptional regulator ERG (Homo sapiens), P11308. fluorescence polarization, His-ERG Ets domain / labelled DNA. Potency, µM (highest dose often 76.9 µM), without a hit: top-dose FP activity, negative = inhibition, hits mostly inhibitors. 0.028% of 370,000 active. AID 624246, 2012; active means well fitted inhibition curve with a large enough effect in the polarisation, with a control signal flat; inconclusive means small, poorly fitted or top-dose-only effect, or effect the other way, or a change in a side signal; inactive means no such curve, though single readings can be large or run the other way; the % refers to the polarisation;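 further: polarization taken with two DNA probes labelled with fluorescein and Texas red; % of control where 0% means no effect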
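His-tagged ERG Ets domain (1 uM in the protein solution; 300mM KCl, 50mM Tris-HCl, 1mM EDTA, 1mM DTT, pH 7.5) received compound, then a probe mix of 5 nM fluorescein-DNA and 100nM Texas-615-DNA. Fluorescence polarization was read for both dyes.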
The depositor's hits bear a star; i = inactive; u = inconclusive; x = no result given; [ ] = remark or other dose. Unless noted, the call rests on the fitted dose curve; in most records, active means well fitted curve in the direction sought with a large enough effect; inconclusive means small, poorly fitted or top-dose-only effect, or another doubt; inactive means no such curve, though single readings can be large; an effect the other way counts as inactive or inconclusive. Potency means the concentration at half of the fitted maximal effect. Only part of the results is shown; rates above refer to the full screens.

A first look:
cpd	SMILES	Pin1 inhibitor	JMJD2A Tudor	12-LOX inh	HP1b chromo inh	TrxR1 inh
1	CCOC(=O)c1ccccc1NC(=O)c1n[nH]c(=O)c2ccccc12	2%	-4%	-14%	24%	18%[57.1 µM]
2	CCC(C)NC(=O)CN1C(=O)NC2(CCOc3ccccc32)C1=O (stereo unspecified)	0%	-12%	-5%	5%	25%
3	COc1cccc(C(=O)OCCNC(=O)c2cccnc2)c1	8%	-14%	u	55%[activator]	0%[57.1 µM]
4	C=C1CCN(C(CC(C)C)C(=O)NCCCc2ccccc2)S(=O)(=O)c2ccccc21 (stereo unspecified)	u	-3%	x	51%[activator]	10%
5	COc1ccc(NC(=S)NNC(=O)c2ccco2)c(OC)c1	2%	-6%	2%	25%	-6%

cpd	GLS inhibitor	Tb PGK inh	RGS4 inhibitor	ERG-DNA inh
1	7%	i	5%	-17%
2	-5%	i	3%	7%
3	0%	-10%	-7%	-1%
4	x	x	25%	x
5	33%[activator]	5%	3%	3%

The whole of this part, repeating the preview:
cpd	SMILES	Pin1 inhibitor	JMJD2A Tudor	12-LOX inh	HP1b chromo inh	TrxR1 inh
1	CCOC(=O)c1ccccc1NC(=O)c1n[nH]c(=O)c2ccccc12	2%	-4%	-14%	24%	18%[57.1 µM]
2	CCC(C)NC(=O)CN1C(=O)NC2(CCOc3ccccc32)C1=O (stereo unspecified)	0%	-12%	-5%	5%	25%
3	COc1cccc(C(=O)OCCNC(=O)c2cccnc2)c1	8%	-14%	u	55%[activator]	0%[57.1 µM]
4	C=C1CCN(C(CC(C)C)C(=O)NCCCc2ccccc2)S(=O)(=O)c2ccccc21 (stereo unspecified)	u	-3%	x	51%[activator]	10%
5	COc1ccc(NC(=S)NNC(=O)c2ccco2)c(OC)c1	2%	-6%	2%	25%	-6%
6	COc1ccc(NC(=O)CN2CCN(CC(=O)Nc3ccc(OC)c(OC)c3)CC2)cc1	-1%	-8%	6%	18%	10%[57.1 µM]
7	Cc1nn(-c2ccccc2)c2nc(-c3ccccc3)cc(C(=O)N3CCOCC3)c12	2%	9%	-3%	49%[activator]	40%[activator][57.1 µM]
8	CCOc1ccccc1NC(=O)CCc1c(C)nc2c(c(C)nn2-c2ccccc2)c1C	4%	-1%	-27%	41%[activator]	10%
9	O=C(CSc1nnc2c(n1)[nH]c1ccccc12)NCc1ccco1	u	-29%	-15%	19%	-15%
10	c1cncc(-c2noc(CC3CCCCC3)n2)c1	0%	7%	-12%	39%	-2%

cpd	GLS inhibitor	Tb PGK inh	RGS4 inhibitor	ERG-DNA inh
1	7%	i	5%	-17%
2	-5%	i	3%	7%
3	0%	-10%	-7%	-1%
4	x	x	25%	x
5	33%[activator]	5%	3%	3%
6	-4%	-9%	18%	8%
7	0%	i	14%	1%
8	-8%	-12%	-19%	1%
9	-1%	-4%	-21%	3%
10	2%	5%	15%	0%

Sorted by SMILES length (ascending): some entries from above.
cpd	SMILES	Pin1 inhibitor	JMJD2A Tudor	12-LOX inh	HP1b chromo inh	TrxR1 inh
9	O=C(CSc1nnc2c(n1)[nH]c1ccccc12)NCc1ccco1	u	-29%	-15%	19%	-15%
2	CCC(C)NC(=O)CN1C(=O)NC2(CCOc3ccccc32)C1=O (stereo unspecified)	0%	-12%	-5%	5%	25%
7	Cc1nn(-c2ccccc2)c2nc(-c3ccccc3)cc(C(=O)N3CCOCC3)c12	2%	9%	-3%	49%[activator]	40%[activator][57.1 µM]

cpd	GLS inhibitor	Tb PGK inh	RGS4 inhibitor	ERG-DNA inh
9	-1%	-4%	-21%	3%
2	-5%	i	3%	7%
7	0%	i	14%	1%

(cont.)
cpd	SMILES	Pin1 inhibitor	JMJD2A Tudor	12-LOX inh	HP1b chromo inh	TrxR1 inh
11	CN(C)c1ccc(N=Cc2nc(-c3ccccc3)oc2OC(=O)c2ccccc2)cc1	u	-7%	4%	37%	-16%
12	O=C(Nc1nc2cc3c(cc2s1)OCCO3)c1cccc(N2C(=O)CCC2=O)c1	12%	-11%	52%[activator]	39%[activator]	-3%[57.1 µM]
13	CCC(C(=O)NCCCN1CC(C)CC(C)C1)n1ncn2c(cc3occc32)c1=O (stereo unspecified)	-1%	-10%	1%	27%	-12%
14	COCc1cc(C)nc(OCC(=O)N/N=C/c2ccc(OC)c(OC)c2)c1C#N	u	-6%	-6%	14%	12%[57.1 µM]
15	COc1ccccc1N1C(=O)c2ccccc2NC1c1ccncc1 (stereo unspecified)	-2%	5%	7%	30%[activator]	11%[57.1 µM]
16	O=C(C[C@@H]1C/C=C\CCCC(=O)OC[C@@H]2CCCN2C1=O)NCCO	-12%	-14%	-57%	39%	14%
17	CCN(CC)CCN(C(=O)C1=COCCO1)c1nc2c(OC)ccc(OC)c2s1	4%	-17%	-18%	17%	-5%
18	COc1ccc(CN2C(=O)C(O)(CC(=O)c3ccc4c(c3)OCO4)c3ccccc32)cc1OC (stereo unspecified)	-1%	-13%	-10%	15%	9%
19	Cc1ccc(C(=O)Nc2ccc(Cc3ccncc3)cc2)cc1[N+](=O)[O-]	-1%	-32%	u	14%	-12%
20	CC(C)C(=O)Nc1nc2c(s1)CC(C(C)(C)C)CC2 (stereo unspecified)	5%	5%	u	14%	3%

cpd	GLS inhibitor	Tb PGK inh	RGS4 inhibitor	ERG-DNA inh
11	18%	-3%	-15%	5%
12	-1%	i	-18%	0%
13	-4%	i	-4%	-5%
14	-11%	i	6%	-2%
15	15%	-5%	35%	0%
16	-2%	6%	6%	0%
17	0%	-1%	11%	-17%
18	-17%	-9%	-15%	-6%
19	-6%	-1%	-10%	-18%
20	-2%	-3%	-18%	-4%

(continued)
cpd	SMILES	Pin1 inhibitor	JMJD2A Tudor	12-LOX inh	HP1b chromo inh	TrxR1 inh
21	COc1ccc(C(NC(=O)CNC(C)=O)C(=O)Nc2ccc(C(C)C)cc2)cc1 (stereo unspecified)	-1%	3%	0%	35%	-12%
22	CCN(CC)CCn1c(=N)n(CC(=O)c2ccc(Br)s2)c2ccccc21	12%	-20%	u	15%	7%[57.1 µM]
23	O=C(O)/C=C/c1cccc(B(O)O)c1	-5%	-6%	x	7%	-7%
24	O=C(CS(=O)(=O)Cc1ccccc1)Nc1ncccn1	2%	5%	4%	25%	15%
25	COCCNCCCCOc1ccccc1-c1ccccc1	-4%	3.2µM*	u	u	-12%
26	COc1cc(Br)cc2cc(S(=O)(=O)c3ccccc3)c(=O)oc12	-1%	-8%	-32%	3%	24%
27	CCOC(=O)CSc1nnc(CNC(=O)c2ccc(S(=O)(=O)N3CCCC3)cc2)n1C	2%	-9%	-7%	45%[activator]	18%
28	CCOc1ccc(CNC(=O)c2ccc3nc(N4CCOCC4)sc3c2)cc1	2%	1%	2%[57.4 µM]	57%[activator]	5%
29	Cn1c(N)c(C(=O)COC(=O)Cc2ccsc2)c(=O)n(C)c1=O	0%	-8%	246%[activator][57.4 µM]	23%	10%
30	CCN(C(=O)COC(=O)/C(=C/c1ccccc1)NC(C)=O)c1c(N)n(Cc2ccccc2)c(=O)[nH]c1=O	3%	2%	-6%	23%	-22%

cpd	GLS inhibitor	Tb PGK inh	RGS4 inhibitor	ERG-DNA inh
21	-1%	-8%	0%	-1%
22	-22%	-11%	-1%	2%
23	x	x	9%	x
24	-4%	-4%	1%	-8%
25	-9%	i	-21%	-11%
26	4%	-3%	10%	-7%
27	8%	-3%	19%	10%
28	-1%	i	1%	-4%
29	-2%	-1%	43%	-12%
30	-22%	-1%	-51%	33%[activator]

(cont.)
cpd	SMILES	Pin1 inhibitor	JMJD2A Tudor	12-LOX inh	HP1b chromo inh	TrxR1 inh
31	O=C(Oc1ccc2ccccc2c1)c1ccccc1	9%	113%[activator]	-13%	142%[activator]	12%[57.1 µM]
32	CCC(=O)Nc1nc(C)c(-c2csc(Nc3cccc(C(=O)O)c3)n2)s1	6%	-21%	-22%	-18%	6%[57.1 µM]
33	CCc1cc2c(-c3ccccc3)cc(=O)oc2cc1OC(C)C(C)=O (stereo unspecified)	-10%	7%	-4%	89%[activator]	46%
34	COc1ccc(NC(=O)CSCC(=O)Nc2ccccc2C(=O)N2CCCCC2)cc1	0%	-12%	-1%	22%	-2%
35	C[C@]12c3[nH]c4ccc(Cl)cc4c3CCN1C(=O)[C@@H](CC(=O)NCCN1CCOCC1)C[C@@H]2C(=O)N1CCOCC1	0%	-5%	-14%	36%	9%
36	COC(=O)CC1C(=O)NCCN1C(=O)CSc1nc2ccc([N+](=O)[O-])cc2s1 (stereo unspecified)	-3%	-21%	1%	21%	u

cpd	GLS inhibitor	Tb PGK inh	RGS4 inhibitor	ERG-DNA inh
31	1%	-9%	-8%	-2%
32	u	i	u	5%
33	21%	-12%	15%	-3%
34	2%	-3%	-30%	x
35	-5%	1%	9%	-28%
36	-5%	-2%	-22%	5%
